Bioassay records (PubChem BioAssay)
GPR35 antagonists: inhibition of zaprinast-stimulated GPR35 beta-arrestin translocation – imaging, U2OS, beta-arrestin-GFP, zaprinast agonist, primary screen (AID 2058); U2OS GPR35 beta-arrestin-GFP translocation imaging, zaprinast antagonism; higher % means a stronger effect; one-dose inhibition, % at 10 µM; IC50 in µM for titrated hits; 290,000 compounds, 0.052% hits;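 active = inhibition of at least 50% with at least 30 cells and total cytoplasm GFP at most 10,000,000; inconclusive = under 30 cells or total GFP of 10,000,000 plus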
NTR1 agonist: NTR1-driven beta-arrestin-GFP spot formation – imaging, U2OS cells, high content, primary screen (AID 493036); P30989; agonist mode; activation, % at 20 µM; 330,000 compounds, 0.17% hits;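 active = activation at or above 40% of the spot to cytoplasm intensity ratio, with at least 20 cells analyzed; inconclusive = wells under 20 cells, flagged as cytotoxic or low count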;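 also: 0% = DMSO without peptide and 100% = 100 nM NTR1 peptide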
Target sequence (P30989 whole entry, looked up): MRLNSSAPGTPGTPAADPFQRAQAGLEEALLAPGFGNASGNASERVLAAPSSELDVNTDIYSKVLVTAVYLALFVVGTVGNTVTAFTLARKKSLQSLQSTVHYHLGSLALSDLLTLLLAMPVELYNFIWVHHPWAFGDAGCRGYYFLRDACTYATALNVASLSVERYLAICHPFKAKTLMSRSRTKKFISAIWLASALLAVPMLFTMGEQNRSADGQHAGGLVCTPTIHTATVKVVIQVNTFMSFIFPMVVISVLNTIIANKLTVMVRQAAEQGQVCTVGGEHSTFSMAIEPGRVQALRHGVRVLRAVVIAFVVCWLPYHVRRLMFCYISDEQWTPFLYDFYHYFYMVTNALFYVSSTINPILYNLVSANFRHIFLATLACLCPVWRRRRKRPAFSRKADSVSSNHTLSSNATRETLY
GPR55 LPI antagonism: inhibition of LPI-stimulated GPR55 beta-arrestin translocation – imaging, U2OS, beta-arrestin-GFP, LPI agonist, primary screen (AID 2013); inhibition, % at 10 µM; hits with a dose series show IC50 in µM; 290,000 compounds, 0.13% hits; U2OS GPR55 beta-arrestin-GFP translocation imaging, LPI antagonism; higher % means a stronger effect;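 active = spots per cell inhibited over 60%, with over 100 cells counted and total cytoplasm intensity under 500,000; inconclusive = wells with under 100 cells, flagged as likely toxic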;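 also: U2OS cells stably carrying GPR55 and arrestin-GFP stimulated by 5 µM LPI near EC80; imaged beta-arrestin-GFP aggregate spots per cell after agonist stimulation; plate controls were LPI-stimulated DMSO wells for no effect and DMSO wells without LPI for full effect; some results filed as inactive read as strong as hits; confirmed hits need IC50 under 10 µM and bright autofluorescent wells are also inconclusive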
GPR55 activation: GPR55 agonists via beta-arrestin recruitment, primary screen, imaging, U2OS cells, beta-arrestin-GFP redistribution (AID 1961) | U2OS GPR55 beta-arrestin-GFP redistribution imaging; higher % means a stronger effect | 290,000 compounds, 0.048% hits | activation, % at 10 µM; hits with a dose series show EC50 in µM;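 active = activation above 40% with more than 50 cells counted in the well; inconclusive = wells holding fewer than 50 cells, flagged as toxic or sparse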;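 also: U2OS osteosarcoma cells stably expressing GPR55 and beta-arrestin-GFP; plate controls were DMSO negative control for no effect and LPI positive control for full effect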
KOR beta-arrestin-1: KOR agonists, beta-arrestin recruitment, primary screen, cell-based, luminescence, uHTS (AID 1777). KOR beta-arrestin recruitment, luminescence; higher % means a stronger effect. activation, % at 10 µM; hits with a dose series show EC50 in µM. 280,000 compounds, 0.02% hits; in the data active = activation above about 50%, passing the limit was not always enough; also: a part of the inactive calls stands beside numbers as strong as those of hits
West Nile antiviral: inhibition of WNV-induced cytopathic effect – cell-based, CPE readout (AID 1621); West Nile virus-infected cells, CPE inhibition; higher % means a stronger effect; CPE inhibition, % at 10 µM, or IC50 in µM where a hit was titrated; 290,000 compounds, 0.02% hits; in the data active = a potency from the dose series; inconclusive = CPE inhibition mostly from about 3.7% at the one dose, without a potency; inactive = the rest, 99 in 100 with CPE inhibition below about 2.2%; also: strong numbers were not always called active
T cell modulator: T cell immune modulation candidate. 2C CD8+ T cell-vesicle binding, flow cytometry; active compounds read low. AID 2052. calls only at 7 µM. 330,000 compounds, 0.068% hits;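 active = response, share of CD8 T cells binding vesicles, and their 90th percentile fluorescence all below set limits, cut at about 80% in these data, passing the limit was not always enough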
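Material: 2C TCR transgenic mouse naive CD8+ T cells, MACS-purified. Also added: QL9-charged Drosophila Ld/ICAM-1/B7-1 vesicles. Timing: binding 1.5 h at 37 °C. Measured by: high-throughput flow cytometry with anti-B7-1 and anti-CD8 staining. Read-out: percent CD8+ FL2 mean versus row control. Controls: Unloaded micro-vesicles (low), QL9 vesicles with 0.7% DMSO (high).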
KOR beta-arrestin-2: kappa opioid receptor blockers – cell-based, luminescence, uHTS (AID 1778) | one-dose inhibition, % at 10 µM; IC50 in µM for titrated hits | KOR beta-arrestin recruitment, luminescence, antagonist mode; higher % means a stronger effect | 290,000 compounds, 0.091% hits; in the data active = inhibition above about 50%; also: strong numbers were not always called active
Salmonella PhoP GFP: PhoP-dependent GFP reporter repression – Salmonella Typhimurium, primary screen (AID 1863) | inhibition, % at 50 µM; hits with a dose series show IC50 in µM | 300,000 compounds, 0.16% hits | S. Typhimurium PhoP-regulated promoter GFP reporter, 4 h; higher % means a stronger effect;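 active = inhibition over 29.93%, a cutoff 3 SD above the screen mean, later confirmed by dose response; inconclusive = inhibition over 29.93% but no dose response follow-up; inactive = inhibition at most 29.93% or unconfirmed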;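 also: 0% = low Mg2+ inducing control and 100% = high Mg2+ repressing control; strong numbers were not always called active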
T cell modulator vesicle-bound %: also measured in T cell modulator; calls as there; double positive events, %; measured here: CD8+ vesicle-bound cell fraction;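 binding gate set so that unloaded-vesicle control wells show 10% double positive cells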
NTR1 agonist cell count 20 µM: further read-out of NTR1 agonist, marked with its call; cell count; measured here: cell count, cytotoxicity flag
Starred values were filed as active, the others as inactive; i = inactive; u = inconclusive; x = no result given; + = active, no number; [ ] = another dose, or the depositor's remark.

SMILES	GPR35 antagonists	NTR1 agonist	NTR1 agonist cell count 20 µM	GPR55 LPI antagonism	GPR55 activation	KOR beta-arrestin-1	West Nile antiviral	T cell modulator	T cell modulator vesicle-bound %	KOR beta-arrestin-2	Salmonella PhoP GFP
O=C(NCCc1ccccc1)/C(=C\c1ccc([N+](=O)[O-])cc1)NC(=O)c1ccc(Br)cc1	6%	-0.6	69	-2%	-0.2%	5.7%	-0.6%	i	8	-1%	3%
COc1ccc2c(c1)sc(=N)n2CC(=O)Nc1cc(C)cc(C)c1	10%	0.1	90	6%	0.2%	-3.1%	-0.5%	i	42	-37%[20 µM]	2%
Cc1ccc(C(=O)N2CCCC(CCC(=O)NCc3ccc(F)c(F)c3)C2)cn1 (stereo unspecified)	0%	0.2	60	12%	-0.2%	-2.1%	0.1%	x	x	10%	x
O=C(Nc1nccs1)c1cc(N2CCOCC2)nc2ccccc12	8%	-1.0	54	1%	-0.1%	0.8%	-0.1%	i	24	4%	-8%
CC(C)(C)NC(=O)NC(=O)COC(=O)CCCc1c[nH]c2ccccc12	1%	4.4	66	-26%	0.0%	5.6%	0.2%	i	28	-10%	6%
CC12CCC(=O)N1C(C(=O)Nc1ccccc1N1CCOCC1)CS2 (stereo unspecified)	9%	-1.2	47	10%	-0.1%	4.2%	0.1%	i	30	-3%	5%
CC(C)Sc1nc(-c2ccccc2)cc(=O)[nH]1	8%	0.5	91	11%	0.2%	1.2%	0.7%	i	36	7%	4%
Cc1cccc(S(=O)(=O)NNC(=O)c2sc(C)nc2C)c1	3%	2.1	102	0%	1.2%	0.5%	-0.2%	i	31	-12%	2%
COc1ccc(NC(=O)[C@H](C)NC(=O)C2CCN(S(=O)(=O)c3ccc(C)cc3)CC2)cc1OC	-19%	1.0	47	-9%	0.4%	8.2%	-0.4%	i	20	-35%	-1%
CN(Cc1ccccc1)C(=O)COC(=O)c1cc(Cl)nc(Cl)c1	-10%	0.3	81	8%	0.1%	-3.9%	1.8%	i	41	3%	2%
Oc1ccc2ccccc2c1C=NC1CCCCC1	-4%	1.8	23	-7%	0.0%	13%	-0.7%	i	49	-5%	-24%
COC(=O)c1ccc(OCCN2C3=NCCN3c3ccccc32)cc1	12%	0.8	85	16%	-0.1%	-5.1%	-0.4%	i	27	-42%	6%
CCc1ccccc1NC(=O)Cn1nc(C(F)(F)F)c2c1CCC2	9%	-0.1	42	4%	-0.2%	2.2%	0.0%	i	27	26%	-3%
COC(=O)c1ccc(NC(=O)CN2C(=O)CNC2=O)cc1	-14%	-0.5	70	-2%	0.3%	7.3%	0.1%	i	41	-31%	-8%
CN(C)c1ccc(/C=N/NC(=O)CCC(=O)NCc2ccccc2)cc1	9%	-0.6	54	0%	0.4%	0.4%	-0.2%	i	29	-14%	8%
Cc1nc(N)sc1C(=O)N/N=C/c1ccc([N+](=O)[O-])cc1	-3%	-0.5	37	-9%	-0.2%	8.1%	-0.1%	i	34	-35%	2%
CCCNC(=O)COC(=O)c1ccccc1C(=O)c1ccc(Cl)c([N+](=O)[O-])c1	15%	1.0	26	19%	0.2%	0.2%	-0.5%	i	27	2%	-2%
COCc1cc(OC)nc(-c2csc(C)n2)n1	11%	1.5	60	-1%	-0.2%	-0.4%	0.3%	i	12	-1%	-2%
COc1ccc(CCNC(=O)c2ccc3c(c2)NC(=O)C(C(C)C)N3)cc1OC (stereo unspecified)	-4%	-0.3	44	8%	-0.1%	-7.6%	-0.1%	i	24	6%	0%
CNC(=O)CSc1nc2cccnc2n1C1CCCCC1	1%	-0.4	60	11%	-0.1%	2.2%	0.1%	i	42	-34%	-2%
O=C(N/N=C/C(Cl)=C/c1ccccc1)c1ccco1	7%	0.6	45	-3%	-0.1%	1.3%	0.1%	i	45	-7%	-6%
O=C1Nc2ccccc2C12OCCS2 (stereo unspecified)	4%	-2.0	71	5%	-0.2%	-2.7%	0.1%	+	x	32%	2%
Cn1cc(S(=O)(=O)N2CCc3ccccc32)cc1C(=O)NC(C)(C)C	-20%	4.2	58	-12%	-0.1%	-7.2%	-1.5%	i	30	-44%[20 µM]	x
OCCN=C(c1ccccc1)C12CN3CN(CN(C3)C1)C2	-11%	0.0	57	-4%	0.2%	-6.5%	0.0%	i	53	23%	-21%
COc1ccc2[nH]c(C)c(CCNC(=S)Nc3ccc(C)cc3)c2c1	-6%	-0.7	88	16%	-0.3%	-2.7%	-0.6%	i	44	8%	-9%

Among those listed so far, three have an NH in an aromatic ring:
SMILES	GPR35 antagonists	NTR1 agonist	NTR1 agonist cell count 20 µM	GPR55 LPI antagonism	GPR55 activation	KOR beta-arrestin-1	West Nile antiviral	T cell modulator	T cell modulator vesicle-bound %	KOR beta-arrestin-2	Salmonella PhoP GFP
CC(C)(C)NC(=O)NC(=O)COC(=O)CCCc1c[nH]c2ccccc12	1%	4.4	66	-26%	0.0%	5.6%	0.2%	i	28	-10%	6%
CC(C)Sc1nc(-c2ccccc2)cc(=O)[nH]1	8%	0.5	91	11%	0.2%	1.2%	0.7%	i	36	7%	4%
COc1ccc2[nH]c(C)c(CCNC(=S)Nc3ccc(C)cc3)c2c1	-6%	-0.7	88	16%	-0.3%	-2.7%	-0.6%	i	44	8%	-9%

Entries of single compounds, looked up by structure.
Oc1ccc2ccccc2c1C=NC1CCCCC1 across the screens: GPR35 antagonists: -4%; NTR1 agonist: 1.8; NTR1 agonist cell count 20 µM: 23; GPR55 LPI antagonism: -7%; GPR55 activation: 0.0%; KOR beta-arrestin-1: 13%; West Nile antiviral: -0.7%; T cell modulator: i; T cell modulator vesicle-bound %: 49; KOR beta-arrestin-2: -5%; Salmonella PhoP GFP: -24%
O=C(N/N=C/C(Cl)=C/c1ccccc1)c1ccco1 across the screens: GPR35 antagonists: 7%; NTR1 agonist: 0.6; NTR1 agonist cell count 20 µM: 45; GPR55 LPI antagonism: -3%; GPR55 activation: -0.1%; KOR beta-arrestin-1: 1.3%; West Nile antiviral: 0.1%; T cell modulator: i; T cell modulator vesicle-bound %: 45; KOR beta-arrestin-2: -7%; Salmonella PhoP GFP: -6%

Structures from the list above containing a Cl atom, in the order listed:
SMILES	GPR35 antagonists	NTR1 agonist	NTR1 agonist cell count 20 µM	GPR55 LPI antagonism	GPR55 activation	KOR beta-arrestin-1	West Nile antiviral	T cell modulator	T cell modulator vesicle-bound %	KOR beta-arrestin-2	Salmonella PhoP GFP
CN(Cc1ccccc1)C(=O)COC(=O)c1cc(Cl)nc(Cl)c1	-10%	0.3	81	8%	0.1%	-3.9%	1.8%	i	41	3%	2%
CCCNC(=O)COC(=O)c1ccccc1C(=O)c1ccc(Cl)c([N+](=O)[O-])c1	15%	1.0	26	19%	0.2%	0.2%	-0.5%	i	27	2%	-2%
O=C(N/N=C/C(Cl)=C/c1ccccc1)c1ccco1	7%	0.6	45	-3%	-0.1%	1.3%	0.1%	i	45	-7%	-6%

Other entries:
SMILES	GPR35 antagonists	NTR1 agonist	NTR1 agonist cell count 20 µM	GPR55 LPI antagonism	GPR55 activation	KOR beta-arrestin-1	West Nile antiviral	T cell modulator	T cell modulator vesicle-bound %	KOR beta-arrestin-2	Salmonella PhoP GFP
C[n+]1c(/C=C/c2ccc3c(c2)OCO3)ccc2ccccc21	10%	0.7	46	8%	-0.5%	-3.5%	0.3%	i	6	35%	0%
O=C(Nc1cc(Cl)c(Cl)cc1Cl)c1cccnc1	-16%	0.4	46	-2%	-0.1%	-0.8%	-0.6%	i	25	-78%[20 µM]	-5%
CCOC(=O)CCS(=O)(=O)c1nc(-c2ccccc2)cc(C(F)(F)F)n1	-4%	-0.5	32	22%	14%	2.0%	0.0%	i	30	6%	-1%
CCc1nnc(N2C(=N)SCC2=O)s1	30%	-0.7	93	4%	-0.2%	-0.1%	1.1%	i	34	9%[20 µM]	-8%
O=c1oc2ccccc2c(O)c1C=Nc1cccnc1	-16%	-0.6	67	3%	-0.1%	-5.0%	-0.7%	i	34	13%	19%
C=CCOc1ccc2cccc(/C=N/NC(=O)c3cc4cc([N+](=O)[O-])ccc4s3)c2c1	-10%	6.4	80	-21%	-0.1%	-4.2%	u	i	28	-10%	2%
CNC(=O)COC(=O)/C=C/c1nc2ccccc2s1	14%	-1.5	21	18%	-0.4%	-2.1%	-0.6%	i	13	10%	-5%
COc1ccc2c(c1)CC[C@@H]1[C@@H]2CC[C@]2(C)C(=O)CC[C@@H]12	2%	2.8	58	-1%	0.2%	-0.2%	-0.6%	i	69	-15%	1%
CC(=O)N1CCCC(C(=O)c2ccc(Oc3ccccc3)cc2)C1 (stereo unspecified)	4%	0.0	46	10%	-0.1%	x	-1.6%	i	42	5%[20 µM]	3%
COc1cccc(Cn2c(N)c(C#N)c3nc4ccccc4nc32)c1OC	14%	0.9	58	5%	0.3%	20%	0.5%	i	53	2%	-9%
COc1ccc(/C=C2\SC(=S)N(CCC(=O)Nc3cccc(C(=O)O)c3)C2=O)cc1OC	-18%	-1.1	41	-2%	-0.1%	-2.4%	-0.1%	i	15	-38%	3%
O=[N+]([O-])c1ccc2nc(-c3ccccc3)oc2c1	17%	0.5	53	10%	-0.5%	-0.5%	-0.8%	i	21	-3%	2%
COc1ccc(S(=O)(=O)N2CCCCC2)cc1NC(=S)Nc1cccc(Cl)c1C	-10%	-1.0	64	10%	0.6%	4.1%	-0.6%	i	5	15%	11%

Hits appear at their usual frequency, and some 0.62% of all compounds hit somewhere here.
